Compound activity: PubChem BioAssay, several laboratories
TWEAK Fn14 block – TWEAK-Fn14 signaling inhibition; TWEAK-stimulated Fn14 reporter cells, luciferase luminescence, 8 h; inhibition, % at 10 µM; 2% of 360,000 active; AID 1159606; in the data active = inhibition above about 50%
NR2F2 inh – blocks human COUP-TFII nuclear receptor; 0.7% of 370,000 active; AID 686940; HEK293T NGFI-A luciferase reporter, luminescence; inhibition, % at 8.6 µM;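 active = inhibition above a per-plate cutoff, mean inhibition of test wells between control levels plus 3 SD, cut at about 38% in these data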;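 note: cells cotransfected with COUP-TFII expression vector driving the NGFI-A reporter; 0% = median of COUP-TF2 test wells and 100% = reporter-only cells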
Target sequence (P24468 whole entry, looked up): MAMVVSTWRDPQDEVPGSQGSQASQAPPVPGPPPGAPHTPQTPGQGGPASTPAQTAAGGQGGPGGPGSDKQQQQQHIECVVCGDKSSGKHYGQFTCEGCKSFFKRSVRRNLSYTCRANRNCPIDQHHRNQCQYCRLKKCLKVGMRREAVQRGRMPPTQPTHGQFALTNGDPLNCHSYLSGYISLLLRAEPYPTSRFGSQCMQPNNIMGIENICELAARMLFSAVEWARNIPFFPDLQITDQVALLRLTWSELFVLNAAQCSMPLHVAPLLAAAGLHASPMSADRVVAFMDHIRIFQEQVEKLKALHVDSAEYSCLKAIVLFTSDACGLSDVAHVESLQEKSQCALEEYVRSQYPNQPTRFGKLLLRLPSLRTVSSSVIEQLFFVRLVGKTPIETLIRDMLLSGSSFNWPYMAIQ
KKLEB cytotox – CF airway cell cytotoxicity counter-screen; KKLEB CF airway cells viability, ATPlite luminescence, overnight; active compounds read low; cells stimulated with P. aeruginosa culture filtrate; 0.36% of 360,000 active; activity change (cytotoxicity), % at 5 µM; AID 602141;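 active = corrected activity change at or below -50% at 5 µM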
NCOA1 inh – human NCOA1 inhibition; Q15788; inhibition, % at 3.6 µM; 0.12% of 360,000 active; HEK293 GAL4-SRC1 luciferase reporter, luminescence;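 active = inhibition above the campaign mean plus 3 SD, with each screening campaign given its own cutoff, cut at about 60% in these data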;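 note: 0% = DMSO treated cells and 100% = gossypol at 36 µM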
LRH-1 inv ag – suppresses constitutive activity of human LRH-1; O00482; HEK293T StAR-luciferase reporter, LRH-1 transfected, 24 h; inhibition, % at 3.6 µM; 0.13% of 360,000 active;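 active = inhibition above the mean inhibition of all tested compounds plus 3 SD, cut at about 73% in these data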;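 note: 0% = DMSO wells and 100% = reporter-only cells lacking LRH-1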
Target sequence (O00482 whole entry, looked up): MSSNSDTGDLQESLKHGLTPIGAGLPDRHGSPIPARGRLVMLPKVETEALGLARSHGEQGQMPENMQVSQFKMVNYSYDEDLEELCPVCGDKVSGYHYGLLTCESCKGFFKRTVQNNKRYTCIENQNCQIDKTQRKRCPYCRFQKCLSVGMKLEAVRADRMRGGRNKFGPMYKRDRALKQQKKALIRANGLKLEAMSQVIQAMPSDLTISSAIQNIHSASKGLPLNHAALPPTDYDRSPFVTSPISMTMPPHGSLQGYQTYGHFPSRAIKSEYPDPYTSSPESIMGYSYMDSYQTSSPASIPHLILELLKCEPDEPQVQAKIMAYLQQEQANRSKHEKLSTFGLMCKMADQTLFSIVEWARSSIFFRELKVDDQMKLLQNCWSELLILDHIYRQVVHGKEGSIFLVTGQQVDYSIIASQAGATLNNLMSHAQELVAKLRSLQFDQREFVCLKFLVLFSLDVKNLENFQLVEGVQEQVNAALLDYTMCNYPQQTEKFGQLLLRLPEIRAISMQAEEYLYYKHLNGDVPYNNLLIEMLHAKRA
CF NFkB inh – cystic fibrosis NF-kB activation inhibition; KKLEB NF-kB-GFP reporter, PAF-induced, GFP fluorescence overnight; inhibition, % at 5 µM; 0.86% of 360,000 active; AID 588850;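 active = at least 50% inhibition at 5 µM, scaled per plate between neutral and stimulator controls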;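 note: PAF is a Pseudomonas aeruginosa culture filtrate used as stimulus; plate controls were PAF-stimulated DMSO wells for no effect and unstimulated DMSO wells for full effect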
TROY NFkB inh – TROY signaling inhibition. Q293 LMP1-TROYcd NF-kB luciferase reporter, 4 h. inhibition, % at 10 µM. 0.98% of 360,000 active. AID 1347056;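 active = compounds whose plate-normalised and pattern-corrected inhibition of the luciferase reporter signal at the single screening dose is 50% or more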
NCOA3 inh – human NCOA3 inhibition. Q9Y6Q9. HEK293 GAL4-SRC3 luciferase reporter, luminescence. inhibition, % at 3.6 µM. 0.17% of 360,000 active. AID 588352;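 active = inhibition above a per-campaign cutoff, the mean of all compounds plus 3 SD, cut at about 60% in these data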;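 note: 0% = DMSO-treated cells and 100% = gossypol-treated cells at 36 µM; higher means less SRC3-driven luciferase light from the GAL4 reporter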
EBV LMP1 NFkB – inhibitors of Epstein-Barr LMP1-induced NF-kappaB reporter | AID 504558 | 0.69% of 350,000 active | inhibition, % at 12.5 µM | LMP1-induced NF-kappaB luciferase reporter cells, luminescence; in the data active = inhibition above about 41%;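 note: 0% = neutral control wells and 100% = reference inhibitor control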
Shn3 3UTR inh – inhibitors of Schnurri-3 3'UTR reporter in osteoblasts | 0.52% of 360,000 active | inhibition, % at 12.5 µM | Clone20 osteoblast Shn3 3'UTR firefly luciferase, 24 h;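 active = mean inhibition of at least 75% with every replicate also reaching 75%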;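 note: 0% = median of neutral control wells and 100% = pilot-screen positive control compound; some compounds past the cut are filed as inactive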
C8 TRAIL sens – sensitizes caspase-8 expressing cells to TRAIL | inhibition (viability loss, TRAIL sensitization), % at 10 µM | 1% of 360,000 active | AID 624354 | NB7+C8 cells + TRAIL, ATPlite viability luminescence;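 active = compounds causing at least 50% loss of cell viability in the single-dose screen, relative to plate controls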
* hit, by the source's call; / = no result given. Only part of the results is shown (hit frequency here may not be typical).

SMILES	TWEAK Fn14 block	NR2F2 inh	KKLEB cytotox	NCOA1 inh	LRH-1 inv ag	CF NFkB inh	TROY NFkB inh	NCOA3 inh	EBV LMP1 NFkB	Shn3 3UTR inh	C8 TRAIL sens
COC(=O)c1[nH]c2ccc(Br)cc2c1NC(=O)C(C)N1CCN(C2CCCCC2)CC1 (stereo unspecified)	-31	-17	-1	-1	-6	-6	1	4	-8	0	3
Cc1ccc(CNC(=O)CN2CCCC(C)C2)cc1 (stereo unspecified)	2	8	8	3	-17	-8	16	-17	-3	2	-10
COc1ccc(/C=C/C(=O)NC(=S)NNC(=O)c2ccco2)cc1	10	0	-8	-34	-40	3	-31	-33	10	34	4
Nc1c(C(=O)Nc2ccccc2)nnn1-c1ccc2c(c1)OCCO2	56*	-38	-3	-80	-98	6	32	-72	3	5	46
COc1ccc(NC(=O)CCS(=O)(=O)c2ccc(OC)cc2)cc1	0	4	8	15	-2	0	20	-9	5	6	-6
O=C(COC(=O)CCSc1ccccc1Cl)NCc1ccco1	22	0	11	6	8	-26	9	7	-5	9	-6
CCc1cc(=O)oc2c3c(cc(OCC(=O)NCCCC(=O)O)c12)OC(C)(C)CC3	20	-6	5	5	1	5	3	5	-3	14	9
O=c1cc(NCc2ccc3c(c2)OCO3)[nH]c(=O)n1-c1ccc(Cl)cc1	3	2	-2	-12	-5	3	1	-6	-9	-13	-34
COc1cccc(NC(=O)c2ccc3c(c2)N(CC(=O)N2CCCCC2)C(=O)C(C)(C)O3)c1	9	3	2	16	-7	-18	-16	13	-1	5	11
Cc1cccn2c(=O)c(/C=C(\C#N)C(=O)NCc3ccco3)c(N3CCCCCC3)nc12	2	-2	-6	11	7	-17	-8	9	/	5	2
CCCOc1ccc(C(=O)CCC(=O)NNC(=O)Cn2nc(C)cc2C)cc1	-5	8	-1	14	-1	1	0	5	4	-35	-18
O=C(c1cccc(C(F)(F)F)c1)N1CCC(O)(CS(=O)(=O)Cc2ccc(Cl)cc2)CC1	-29	-1	-2	8	-6	-14	8	1	-3	14	-14
CC1CCCCC1NC(=O)CCS(=O)(=O)c1cccc2nonc12 (stereo unspecified)	-16	15	-1	-29	4	0	-7	-3	6	-9	-1
Clc1ccc(SCCOCCN2CCc3ccccc3C2)cc1	-20	-2	-4	-3	1	7	-20	-6	2	11	11
CC1(C)CC(=O)C=C(Nc2ccc(F)c(Cl)c2)C1	-28	-4	0	-6	-32	3	2	0	-13	5	8
Cc1sc2nc(SCC(=O)N(CCO)CCO)n(C3CCCCC3)c(=O)c2c1C	7	1	-2	-15	2	8	6	-9	-9	10	-4
Cc1c([N+](=O)[O-])cc(C(=O)N2CCOCC2)cc1[N+](=O)[O-]	1	-9	0	-8	6	5	10	11	13	1	1
Cn1cc([N+](=O)[O-])c(C(=O)N/N=C/c2ccncc2)n1	-13	15	19	11	-19	-7	-9	12	-2	5	6
CC1Sc2ccc(S(=O)(=O)NCCc3ccccc3)cc2NC1=O (stereo unspecified)	-3	0	5	2	11	-4	21	-11	1	-9	-6
CCN1CCN(CCC(=O)Nc2ccccc2C)CC1	16	-7	-2	0	6	-4	1	-12	3	-6	-5
CCOC(=O)CCNC(=O)c1ccccc1Br	1	-1	2	-13	6	-7	-5	0	-1	-14	-10
CC[C@]12C(=O)N(C)C[C@H]([C@@H]3C(=O)N(C)C(=O)[C@@H]31)N2C(=O)c1ccc(Cl)cc1	-9	-3	-12	-19	-12	8	-11	0	7	12	-2
COc1cccc(CNC(=O)CSc2nnc3c(n2)[nH]c2ccc(OC)cc23)c1	-2	3	-12	-29	-13	-16	-5	5	-2	8	15
C[C@H](NC(=O)N1CCn2c1nc1ccccc12)C(=O)NC1CC1	-10	2	1	-2	2	-1	8	9	3	-22	-2
O=P(O)(O)COc1ccccc1P(=O)(c1ccccc1)c1ccccc1	3	-9	6	-15	-30	0	19	3	-11	6	1

Further compounds follow.
SMILES	TWEAK Fn14 block	NR2F2 inh	KKLEB cytotox	NCOA1 inh	LRH-1 inv ag	CF NFkB inh	TROY NFkB inh	NCOA3 inh	EBV LMP1 NFkB	Shn3 3UTR inh	C8 TRAIL sens
CSc1ccc(OC2(C)CCN(Cc3ccc(OC(C)C)cc3)C2)cc1 (stereo unspecified)	-30	7	-11	-18	12	-2	4	-10	/	-4	2
CC(=O)c1ccc(-c2cnc3c(NC=O)cc(-c4ccc(C(=O)N5CCOCC5)cc4)cn23)cc1	4	16	-17	7	31	39	13	4	/	15	-1
CC(C)NS(=O)(=O)c1ccc(Br)c(C(=O)OC(C)C(=O)NC2CCCCC2C)c1 (stereo unspecified)	-7	-1	10	-5	-12	-19	8	-4	1	13	1
CC(C)Cc1ccc(C#N)c(SCC(N)=O)n1	-6	9	-5	2	-7	-1	-6	4	-5	-37	-1
CCNC(=O)C1(C)CCCN(C(=O)c2ccc(C(F)(F)F)nc2C)C1 (stereo unspecified)	8	7	-10	4	16	10	6	5	/	-16	-7
Cc1ccc(N2CCN(S(=O)(=O)c3ccc(-n4cnnn4)cc3)CC2)c(C)c1	2	19	-1	4	1	3	14	-4	4	34	-4
COc1ccc(NC(=O)C/C(C)=N/NC(=O)c2cnccn2)cc1	10	-52	6	-38	-44	3	-17	-40	1	8	-28
COc1ccc(CCNC(=O)C2CC(c3ccc(C(F)(F)F)cc3)=NO2)cc1 (stereo unspecified)	-6	-12	7	-5	-2	-5	-16	-12	2	-2	11
COc1ccccc1NS(=O)(=O)c1cccc(C(=O)NN=C2CCCC2)c1	-6	-4	7	7	6	0	8	26	2	-7	-4
CCCc1ccc(OCC(O)CN2CCCC2)cc1 (stereo unspecified)	-2	-3	7	5	3	-9	-12	-4	-4	4	-7
CCn1c(SCC(=O)N/N=C/C=C\c2ccco2)nc2ccccc21	-3	-20	15	-8	0	-13	0	-1	-3	-34	-15
COc1ccc(N2CCN(C(=O)COC(=O)Cc3c(F)cccc3Cl)CC2)cc1	-11	5	-1	8	-4	-6	-7	4	5	-5	5
Cc1cc2oc(C(=O)NCc3ccc4c(c3)OCO4)c(C)c2cc1C	-37	0	-8	2	-7	10	-12	11	-7	-15	-10
Fc1ccc(-c2csc3ncnc(N4CCc5ccccc5C4)c23)cc1	26	9	-8	18	15	24	46	0	12	36	5
Oc1c(Br)cc(/C=N/n2c(-c3ccccc3)n[nH]c2=S)c(O)c1Br	12	/	-4	-9	18	13	1	-17	-13	4	33
NC(=O)C1CCN(CCS(=O)(=O)c2ccc(Cl)cc2)CC1	1	2	-12	12	27	1	-4	5	13	-19	2
Cc1ccc(OCC(=O)NCCNC(=O)c2cccnc2)cc1C	12	-15	0	21	-1	3	-14	8	-1	11	-12
Cc1cccc(NC(=O)CN2C(=O)NC3(CCCCCCC3)C2=O)c1C	-2	8	-9	2	-6	1	4	0	10	4	-4
COc1ccc(CNC(=O)CC23CC4CC(CC(C4)C2)C3)cc1OC	-6	-9	3	6	7	0	-7	20	-4	-16	12
Cc1nn(-c2ccccc2)c(C)c1C(=O)Oc1ccccc1	-24	-15	2	-42	-47	-5	-41	-20	1	-41	1
Cc1nnc(NC(=O)C2CCCCC2)s1	10	-26	2	8	-7	11	10	3	-1	35	3
CS(=O)(=O)N(CC(=O)NCC1CCCO1)c1ccc(F)c(Cl)c1 (stereo unspecified)	-1	-7	2	-1	4	-10	-3	-11	0	8	-2
CCn1c(SCC(=O)N2CCc3ccccc32)nnc1-c1ccco1	3	-10	4	-13	4	-15	7	1	-8	7	-20
CCN(CC)C(=O)[C@H]1C[C@H](CC(=O)NCc2ccco2)C(=O)N2CCc3c([nH]c4cc(CCC(=O)N(C)C)ccc34)[C@]12C	-6	-2	13	-3	8	10	0	1	11	-12	2
CCCCC[C@@H]1C=C(C(=O)O)[C@H](c2cccc(C)c2)N1S(=O)(=O)c1ccc(C)cc1	8	14	-19	-13	14	9	13	12	2	-8	-5

Of the compounds above, 2 have a cyano group.
SMILES	TWEAK Fn14 block	NR2F2 inh	KKLEB cytotox	NCOA1 inh	LRH-1 inv ag	CF NFkB inh	TROY NFkB inh	NCOA3 inh	EBV LMP1 NFkB	Shn3 3UTR inh	C8 TRAIL sens
Cc1cccn2c(=O)c(/C=C(\C#N)C(=O)NCc3ccco3)c(N3CCCCCC3)nc12	2	-2	-6	11	7	-17	-8	9	/	5	2
CC(C)Cc1ccc(C#N)c(SCC(N)=O)n1	-6	9	-5	2	-7	-1	-6	4	-5	-37	-1

(listing goes on)
SMILES	TWEAK Fn14 block	NR2F2 inh	KKLEB cytotox	NCOA1 inh	LRH-1 inv ag	CF NFkB inh	TROY NFkB inh	NCOA3 inh	EBV LMP1 NFkB	Shn3 3UTR inh	C8 TRAIL sens
CN=C(Cc1ccccc1)C1=C(O)CC(C)(C)CC1=O	-32	-2	2	4	3	13	-5	10	3	-1	11
N/C(CC(=O)Nc1ccc(F)cc1F)=N\OC(=O)c1cccs1	-20	6	0	18	-2	-12	-33	13	-12	-7	-16
Cc1ccc(Nc2ncnc3nc[nH]c23)cc1Cl	-8	-34	1	-66	-124	8	-49	-75	-16	-65	-2
CCOC(=O)C1=C(CN2CCC(C)CC2)NC(=O)NC1c1ccc(Cl)cc1 (stereo unspecified)	-1	18	0	-5	8	-12	25	-25	0	27	38
Cc1ccc(S(=O)(=O)N(C)c2ccc(OCC(=O)NC3=NCCS3)cc2)cc1	33	-27	-6	-2	-5	-16	5	4	8	2	-6
CCN(CC)CCn1c2c(c(SCC(=O)Nc3ccc(F)c(F)c3)nc1=O)CCC2	12	11	-17	-28	3	14	1	22	3	-20	-7
COc1cc(NC(=O)c2ccc3snnc3c2)cc(OC)c1	-26	-15	-5	-18	-63	18	-40	-17	-11	-56	6
O=S(=O)(c1cccc(C(F)(F)F)c1)N1CCC(CO)(CCCc2ccccc2)CC1	10	6	13	-27	-5	7	5	17	-2	6	9
CCOC(=O)c1ccc(N=NN(C)C)cc1	-40	-11	17	-48	-53	-20	-61	-36	-9	-76	11
CC(C)CCNC(=O)CN(Cc1ccccc1)C(=O)CCC(=O)Nc1ccccn1	3	-15	7	16	-15	2	17	-5	-5	-8	-3
CN(C)c1ccc(C(=O)/C=C/c2ccccc2)cc1	47	-50	-14	-94	-157	2	20	-60	-22	-61	18
CCn1c(SCC(N)=O)nnc1-c1ccc(S(=O)(=O)N2CCN(C)CC2)cc1	-15	11	4	-12	16	1	-15	0	-1	-13	-4
COc1ccccc1N1CCN(CC(=O)c2c(C)n(C)c3ccccc23)CC1	-8	15	2	1	22	-9	20	-16	6	21	3
CCc1ccc([C@H]2C(C(=O)O)=C[C@@H](CC)N2S(=O)(=O)c2ccc(C)cc2)cc1	12	7	-5	-7	0	11	0	-12	7	-10	8
CCOC(=O)Cc1nnc(NC(=O)COc2ccc(OC)cc2)s1	-11	15	2	-4	-18	1	8	-11	4	1	1
Cc1[nH]c2ccccc2c1C(c1ccccn1)N1CCC(C(N)=O)CC1 (stereo unspecified)	8	-4	2	-47	-22	9	7	6	-7	11	-9
Cn1ccc2c(-c3ccccc3F)cc3c(c21)C1CCC3C1 (stereo unspecified)	-10	-6	-14	2	-17	39	8	-10	/	3	6
O=C(Cn1c(=O)cnc2ccccc21)Nc1cc(Cl)ccc1N1CCOCC1	1	0	-15	6	0	12	4	-3	10	18	-4
